# Bioassay records (PubChem BioAssay)
# HKDC1 inhibitor: inhibitors of human hexokinase HKDC1; inhibition, % at 20 µM; Q2TB90; recombinant HKDC1, G6PDH/diaphorase resazurin coupled fluorescence; 340,000 tested, 0.16% active;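 active = inhibition above about 35% when tested at 20 µM, limit read from the data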;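 note: plate controls were DMSO wells with enzyme for no effect and DMSO wells lacking enzyme for full effect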
#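 Test system: recombinant HKDC1 (HK5) hexokinase enzyme, produced in-house; Amount: enzyme 5 µg/mL final; Buffer or medium: Tris pH 8.0 buffer with MgCl2, Tween-20, BSA, BME; Reagent: glucose and ATP substrates; Doses: 20 µM test compound, 1% DMSO; Incubation: 90 min reaction incubation at room temperature, dark; Detection: resorufin fluorescence at 613 nm.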
# SENP7 inh: inhibitors of human SENP7 protease | Q9BQF6 | recombinant SENP7, Z-RLRGG-aminoluciferin luminescence, 40 min | inhibition, % at 5 µM | 330,000 tested, 1.5% active;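 active = inhibition above about 50% at the single test dose, limit read from the data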;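 note: plate controls were DMSO with enzyme for no effect and no enzyme buffer wells for full effect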
# Target sequence (Q9BQF6 706-1050 limits assumed): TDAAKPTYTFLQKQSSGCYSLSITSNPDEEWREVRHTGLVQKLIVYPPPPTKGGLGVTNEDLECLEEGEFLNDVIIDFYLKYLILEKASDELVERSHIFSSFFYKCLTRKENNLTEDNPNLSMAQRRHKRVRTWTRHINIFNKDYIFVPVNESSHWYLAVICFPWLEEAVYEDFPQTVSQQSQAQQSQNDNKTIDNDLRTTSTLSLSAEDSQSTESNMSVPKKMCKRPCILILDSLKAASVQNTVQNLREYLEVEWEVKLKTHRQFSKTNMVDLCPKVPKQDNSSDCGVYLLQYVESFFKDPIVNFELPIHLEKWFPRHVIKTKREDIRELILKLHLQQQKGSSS
# PfGluPho inh: PfG6PD (Plasmodium falciparum) enzyme inhibition; PfGluPho enzyme, NADPH resazurin-diaphorase fluorescence; inhibition, % at 20 µM; 350,000 tested, 0.78% active; AID 504690;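 active = inhibition reaching at least a set limit at 20 µM in the primary screen, cut at about 59% in these data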;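 note: 0% = DMSO wells with substrate and 100% = DMSO wells lacking glucose-6-phosphate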
# SENP8 block-1: inhibitors of human SENP8 protease | AID 2540 | inhibition, % at 10 µM | purified SENP8, Z-RLRGG-aminoluciferin cleavage, luminescence | 330,000 tested, 1.2% active | Q96LD8; in the data active = inhibition above about 50%
# Target sequence (Q96LD8 whole entry, looked up): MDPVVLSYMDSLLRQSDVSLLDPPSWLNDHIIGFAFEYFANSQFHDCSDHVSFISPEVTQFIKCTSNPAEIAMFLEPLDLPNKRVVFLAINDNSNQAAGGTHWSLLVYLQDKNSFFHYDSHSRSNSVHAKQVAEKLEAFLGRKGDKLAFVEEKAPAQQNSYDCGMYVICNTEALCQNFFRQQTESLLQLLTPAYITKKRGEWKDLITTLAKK
# SENP1 inh: SENP1 (human) catalytic domain inhibition. Q9P0U3. recombinant SENP1 catalytic domain, CyPet-SUMO1-YPet FRET cleavage. inhibition, % at 10 µM. 360,000 tested, 0.21% active. AID 624204;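 active = inhibition at least 30% at 10 µM, raw YFP signal under a set limit, fluorescence ratio 0.5 to 1.5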;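 note: 0% = enzyme with DMSO and 100% = no enzyme wells; some results filed as inactive read as strong as hits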
# Target sequence (Q9P0U3 419-644 limits assumed): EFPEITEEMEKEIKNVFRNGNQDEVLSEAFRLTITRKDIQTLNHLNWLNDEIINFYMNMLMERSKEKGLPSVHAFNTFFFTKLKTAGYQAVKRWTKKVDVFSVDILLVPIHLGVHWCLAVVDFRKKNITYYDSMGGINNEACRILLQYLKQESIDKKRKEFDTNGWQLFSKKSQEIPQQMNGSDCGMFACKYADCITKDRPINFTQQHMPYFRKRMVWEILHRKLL
#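 Compound: 10 µM single point, 0.5% DMSO; Test system: hSENP1 catalytic domain, recombinant; Timing: 50 min reaction at room temperature; Technique: FRET, CFP and YFP emission; Control set: no-enzyme wells low, DMSO-plus-enzyme wells high control.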
# SENP6 block: blocks the human protease SENP6. Recombinant SENP6 catalytic domain, aminoluciferin luminescence. inhibition, % at 10 µM. 330,000 tested, 1.8% active. AID 2599;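 active = inhibition above about 50% at the single tested dose, limit read from the data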;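 note: plate controls were DMSO wells with enzyme for no effect and DMSO wells lacking enzyme for full effect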
# SENP8 block-2: blocks human SENP8 cleavage of Nedd8 substrate | AID 602440 | Q96LD8 | inhibition, % at 20 µM | 360,000 tested, 0.64% active | recombinant SENP8, Nedd8 substrate fluorescence; in the data active = inhibition mostly above about 40%, no sharp cut-off; inactive = mostly below about 27%
# UBC13 polyUb: human UBC13 polyubiquitination inhibition; P61088; AID 485273; inhibition, % at 20 µM; 330,000 tested, 0.47% active; UBC13 polyubiquitin chain formation, TR-FRET; in the data active = inhibition above about 45%, passing the limit was not always enough
# Target sequence (P61088 whole entry, looked up): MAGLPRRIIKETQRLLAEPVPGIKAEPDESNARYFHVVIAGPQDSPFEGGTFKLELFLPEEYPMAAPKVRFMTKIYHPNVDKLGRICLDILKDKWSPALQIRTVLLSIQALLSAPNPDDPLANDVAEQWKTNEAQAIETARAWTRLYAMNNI
# MIN6 prolif: inducers of beta-cell replication in MIN6 cells; 330,000 tested, 0.29% active; proliferation, % at 10 µM; MIN6 cells proliferation, ATPlite luminescence, 48 h; cells starved in 0.2% serum; 100% = growth in 10% serum;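 active = compounds whose signal lies at least 3.5 SD above the mean of all wells on their plate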;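 note: 0% = DMSO-treated cells in low-serum medium and 100% = 10% serum control; some compounds called inactive have numbers as strong as hits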
# * = called active by the depositor; i = inactive; / = no result given.
SMILES,HKDC1 inhibitor,SENP7 inh,PfGluPho inh,SENP8 block-1,SENP1 inh,SENP6 block,SENP8 block-2,UBC13 polyUb,MIN6 prolif
CCOC(=O)C1=C(C)Nc2nc3ccccc3n2C1c1cccs1 (stereo not given),-7,1,-11,-12,2,-9,-5,1,-2
Cc1ccc(S(=O)(=O)NCCCCCC(=O)Nc2ccccc2)cc1,17,6,10,3,0,-10,17,9,0
NC(=O)C1CCN(C(=O)COc2ccc3ccccc3c2Br)CC1,-5,13,11,-4,2,2,8,-9,2
COc1ccc(NC(=O)N2CCC(C(=O)c3ccc(F)cc3)CC2)cc1,-2,6,6,3,4,-10,30,-7,-2
CC(=O)Nc1nnc(-c2c(-c3ccccc3Cl)noc2C)o1,-2,2,-21,2,1,-9,24,-3,-2
O=c1nc2sc3ccccc3n2c(=O)n1-c1ccc(Cl)cc1,-5,-6,8,9,3,1,5,-4,-6
NNC(=O)CNC(=O)c1ccc(F)cc1,-6,15,0,2,1,-6,12,-2,-3
COc1cccc(N2CCN(c3ncccn3)CC2)c1,-3,8,-7,-9,0,5,16,9,-4
Cc1ccnc(NS(=O)(=O)c2ccc(NC(=O)c3ccc(C)o3)cc2)n1,2,-9,1,-9,0,-12,12,-9,-1
CCOC(=O)CC1(NC(=O)C2CCC(=O)N(Cc3ccccc3F)C2)CCCCC1 (stereo not given),-7,-17,7,-3,3,-23,0,-2,2
CCN(CC)c1ccc(NC2CC(=O)N(CCc3ccc(OC)cc3)C2=O)cc1 (stereo not given),-2,5,30,5,-14,3,74*,4,-1
CC(C)CN1C2CCCC1CC(NC(=O)c1ccc([N+](=O)[O-])cc1)C2 (stereo not given),3,-3,-21,-6,1,-12,24,-9,-1
COc1ccc2c(c1)OC(O)(C(F)(F)F)CC2=O (stereo not given),-4,-13,7,-8,3,-1,-1,2,-2
O=C(Nc1ccc(Nc2ccccc2)cc1)c1ccccc1,3,-16,1,-3,/,1,/,6,-2
CN(C)c1ccc(N=Nc2cccc(F)c2)cc1,0,95*,1,87*,5,94*,31,-85,0
O=C(CCNS(=O)(=O)c1ccc(Cl)cc1)N1CCOCC1,-7,5,-1,-9,0,0,-2,-3,-3
COc1ccc(C(=O)C2CCCN(Cc3cn[nH]c3-c3ccc(F)cc3)C2)cc1OC (stereo not given),-11,0,14,2,2,17,4,3,4
O=C(/C=C/Nc1nccs1)C(F)(F)Cl,5,-6,1,-1,-18,5,-13,-5,-1
COc1ccc(CCn2c(=N)c(C(=O)NCc3ccco3)cc3c(=O)n4ccccc4nc32)cc1OC,13,/,4,/,-36,/,-136,/,/
COc1ccccc1OCCCOc1cccc(/C=C2\SC(=O)NC2=O)c1,4,12,-36,-16,1,-14,12,-19,-4
COc1ccc(N2CCN(Cc3nc4c(c(=O)n(C)c(=O)n4C)n3Cc3cccc(C)c3)CC2)cc1,-1,4,10,6,2,-10,12,26,-3
CCOc1cc(NC(=S)NCc2ccco2)c(OCC)cc1NC(=O)C1CC1,11,1,-14,-2,0,-14,6,9,2
COc1cccc(C(=O)NNC(=O)C(=O)N2CCCCC2)c1,6,8,-12,-10,0,2,31,0,-3
Cc1nn(CCCC(=O)NCCCN2CCN(C)CC2)c(=O)c2c1sc1ccccc12,-7,4,-1,6,-6,-6,-26,-4,1

# SENP6 block, hit marks shown above.
molecule,HKDC1 inhibitor,SENP7 inh,PfGluPho inh,SENP1 inh,SENP6 block,UBC13 polyUb
CN(C)c1ccc(N=Nc2cccc(F)c2)cc1,0,95*,1,5,94*,-85

# Next part
SMILES,HKDC1 inhibitor,SENP7 inh,PfGluPho inh,SENP8 block-1,SENP1 inh,SENP6 block,SENP8 block-2,UBC13 polyUb,MIN6 prolif
O=C(N/N=C/C=C\c1ccccc1[N+](=O)[O-])c1cccnc1,-2,4,3,0,0,-2,32,5,0
COc1ccc2nc(Cl)c(C3CC(c4ccco4)=NN3C(=O)CCC(=O)O)cc2c1 (stereo not given),-1,10,-14,-7,-4,-8,15,-5,3
COc1ccc([C@@H]2[C@@H]3C(=O)N(C(C)(C)C)C(=O)[C@@H]3[C@]3(C)C(=O)N(c4cccc(Br)c4)C(=O)N23)cc1,-2,7,16,-9,1,-12,9,4,-3
COc1ccc(OCC(=O)N(Cc2ccco2)C2CCS(=O)(=O)C2)cc1 (stereo not given),-4,-4,-11,-11,-1,-2,5,0,0
COc1ccc(NC(=O)CN(C)CC(=O)NC2CCC(C)CC2)cc1 (stereo not given),4,-9,-5,-7,1,-3,8,-17,-4
COc1ccc(N2CC(C(=O)Nc3nnc(SCC(=O)NCc4ccco4)s3)CC2=O)cc1 (stereo not given),0,-10,13,-4,-3,-2,-11,-1,-2
O=C(CNC(=O)C(c1ccccc1)c1ccccc1)N/N=C\c1ccc(C(=O)O)cc1,-8,-10,-7,-2,4,4,4,-7,-1
CC(NC(=O)COC(=O)C1=COCCO1)C12CC3CC(CC(C3)C1)C2 (stereo not given),1,-2,-7,-4,3,-7,5,-5,0
COc1ccc(NC(=O)c2oc3ccccc3c2NC(=O)c2ccc3c(c2)OCO3)cc1,-6,-7,1,-17,0,-1,-48,-5,-2
N/C(=N\OC(=O)N1CCOCC1)c1ccc(Br)cc1,-11,4,-14,5,2,-1,17,8,-2
CCN(CC)C(=O)[C@H]1C[C@H](CC(=O)NC/C=C(\C)CCC=C(C)C)C(=O)N2CCc3c([nH]c4ccc(Cl)cc34)[C@]12C,1,11,20,/,-2,/,-3,/,/
CCN(Cc1ccccc1)C(=O)c1cc(-c2ccc(OC)c(OC)c2)nc2ccccc12,2,6,3,4,-4,-13,-422,16,1
Cc1ccc(-c2nc3ncccc3o2)cc1NC(=O)c1sc2ccccc2c1Cl,-5,-1,-15,-8,3,-8,-48,7,-6
CCOC(=O)C1CCN(C(=O)CNC(=O)c2nn(-c3ccc(OC)cc3OC)c(=O)c3ccccc23)CC1,-7,1,-20,-4,0,-16,-17,0,-2
Cc1nc2ccccc2nc1OCc1cccc([N+](=O)[O-])c1,13,-3,-5,2,5,4,-13,10,3
CCCN(CC(=O)c1cc(C)n(C)c1C)S(=O)(=O)c1cccc(C(F)(F)F)c1,5,2,-15,-5,1,-10,5,4,-2
Cc1ccc(S(=O)(=O)N2CCN(C(=O)COC(=O)c3ccccn3)CC2)c(C)c1,-3,-7,6,7,1,-8,12,1,3
COc1ccc(CCN2C(=O)CC(Cc3ccccc3)C2=O)cc1OC (stereo not given),-5,7,5,-8,4,-16,19,6,1
CC(C)CNC(=S)NNC(=O)c1ccc2c(c1)OCO2,-8,-6,-6,-6,1,-4,4,-9,-2
CC(C)N(C(=O)CSc1nc2c([nH]1)c(=O)n(C)c(=O)n2C)c1ccccc1,-4,12,14,-14,3,0,-26,-7,-2
CC1CCCC(NC(=O)c2ccc(COc3ccccc3)o2)C1C (stereo not given),2,-5,14,-7,0,3,4,-6,-3
COc1ccc(OCC(O)CNC(=O)c2cccs2)cc1 (stereo not given),-2,8,8,-5,2,-5,21,-13,0
Cc1ccccc1NC(=O)CCN1CCc2ccccc2C1,-4,-6,-5,-6,-3,4,12,1,-1
COc1ccc(S(=O)(=O)Nc2ccc3c(c2)C(=O)N([C@H](C)CO)C[C@H](C)[C@@H](CN(C)C(=O)Nc2ccc(C(F)(F)F)cc2)O3)cc1,-2,5,6,-2,3,4,13,12,3

# 13 successive entries out of the list so far, quoted:
SMILES,HKDC1 inhibitor,SENP7 inh,PfGluPho inh,SENP8 block-1,SENP1 inh,SENP6 block,SENP8 block-2,UBC13 polyUb,MIN6 prolif
COc1ccc(NC(=O)c2oc3ccccc3c2NC(=O)c2ccc3c(c2)OCO3)cc1,-6,-7,1,-17,0,-1,-48,-5,-2
N/C(=N\OC(=O)N1CCOCC1)c1ccc(Br)cc1,-11,4,-14,5,2,-1,17,8,-2
CCN(CC)C(=O)[C@H]1C[C@H](CC(=O)NC/C=C(\C)CCC=C(C)C)C(=O)N2CCc3c([nH]c4ccc(Cl)cc34)[C@]12C,1,11,20,/,-2,/,-3,/,/
CCN(Cc1ccccc1)C(=O)c1cc(-c2ccc(OC)c(OC)c2)nc2ccccc12,2,6,3,4,-4,-13,-422,16,1
Cc1ccc(-c2nc3ncccc3o2)cc1NC(=O)c1sc2ccccc2c1Cl,-5,-1,-15,-8,3,-8,-48,7,-6
CCOC(=O)C1CCN(C(=O)CNC(=O)c2nn(-c3ccc(OC)cc3OC)c(=O)c3ccccc23)CC1,-7,1,-20,-4,0,-16,-17,0,-2
Cc1nc2ccccc2nc1OCc1cccc([N+](=O)[O-])c1,13,-3,-5,2,5,4,-13,10,3
CCCN(CC(=O)c1cc(C)n(C)c1C)S(=O)(=O)c1cccc(C(F)(F)F)c1,5,2,-15,-5,1,-10,5,4,-2
Cc1ccc(S(=O)(=O)N2CCN(C(=O)COC(=O)c3ccccn3)CC2)c(C)c1,-3,-7,6,7,1,-8,12,1,3
COc1ccc(CCN2C(=O)CC(Cc3ccccc3)C2=O)cc1OC (stereo not given),-5,7,5,-8,4,-16,19,6,1
CC(C)CNC(=S)NNC(=O)c1ccc2c(c1)OCO2,-8,-6,-6,-6,1,-4,4,-9,-2
CC(C)N(C(=O)CSc1nc2c([nH]1)c(=O)n(C)c(=O)n2C)c1ccccc1,-4,12,14,-14,3,0,-26,-7,-2
CC1CCCC(NC(=O)c2ccc(COc3ccccc3)o2)C1C (stereo not given),2,-5,14,-7,0,3,4,-6,-3

# Later entries
SMILES,HKDC1 inhibitor,SENP7 inh,PfGluPho inh,SENP8 block-1,SENP1 inh,SENP6 block,SENP8 block-2,UBC13 polyUb,MIN6 prolif
Cc1nn2c(-c3ccccn3)ccnc2c1Br,0,1,4,6,-1,-4,16,2,-1
Cc1cc(/C=N\O)c(C)n1-c1ccncc1,-1,6,-1,-6,0,3,5,3,-4
CSc1ccccc1NC(=O)CN(C)S(=O)(=O)c1ccc(F)cc1,-3,-1,-2,8,4,-3,13,9,-4
Cn1c2ccccc2c(=O)c2cc(C#Cc3cccc(N)c3)ccc21,0,32,62*,20,-55,25,i,-18,3
COc1cc(/C=C/C(=O)O)cc(S(=O)(=O)N(C)CCO)c1OC,3,0,-17,-6,3,-6,18,-13,-1
CN(C)Cc1ccc(CNC(=O)COc2ccc3ccccc3c2)cc1,-5,-1,11,3,0,-16,-6,10,0
CCCN(C#N)c1nc(NCC)nc(NC(C)C)n1,-4,10,-21,-1,1,10,16,3,0
O=C(O)c1cccc2c1C(=O)c1ccc(N3CCCCC3)cc1S2(=O)=O,-1,-3,-4,4,50,-6,11,-21,-1
CC(=O)Nc1ccc(S(=O)(=O)NC(C)C(=O)NCC(c2ccco2)N(C)C)cc1 (stereo not given),-3,2,4,0,-32,-6,-136,3,-1
CCN(CC(=O)Nc1ccc(OC)cc1)C(=O)c1ccc(=O)n(Cc2ccccc2)n1,-9,4,-4,7,0,-12,7,1,1
Fc1ccc(OCCCCCCN2CCCC2)cc1,-6,-2,6,1,-2,3,17,7,-3
